# ELG1 DNA repair = blocks ELG1-dependent DNA repair in HEK293T cells; AID 504467; HEK293T ELG1-luciferase reporter, luminescence, 16 h; DNA damage induced by 5-fluorouridine; 330,000 tested, 2.3% active; Potency, µM (highest dose often 46.1 µM), for the others: at the top dose activity change, negative = inhibition, most hits filed as inhibitors; further: potency means the concentration at half of the fitted maximal effect; on the % scale 0 is the no-effect control and ±100 the full control effect; nearly all actives have a fitted effect of over 55% in size
#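 5-Fluorouridine DNA damage + compound/DMSO, 2,000 cells/well, 16 h, 37 °C/5% CO2. ONE-Glo, 30 min RT, luminescence. Readout = decrease in reporter signal.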
# TCR activator = activates T cell receptor signaling. primary human leukocytes, anti-CD3, IL-2 HTRF, 48 h. AID 504894. Potency, µM (titrated, usually from 9.22 µM), for the others: at the highest dose activation of IL-2 secretion, most hits filed as activators. 330,000 tested, under 10 active; further: % of control where 0% means no effect
#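 TCR engagement came from a-CD3 beads alone, with compounds added to primary human leukocytes for 48 hr. Secreted IL-2 bridged europium cryptate- and d2-labelled anti-IL-2 antibodies, giving FRET emission at 665nm after 320nm excitation.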
# Tb PFK block = blocks T. brucei phosphofructokinase | 330,000 tested, 0.17% active | Potency, µM (series often up to 57.5 µM), without a hit: top-dose activity, negative = inhibition, most hits filed as inhibitors | O15648 | AID 485367 | T. brucei PFK, ADP-Glo luminescence;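 further: potency means the concentration at half of the fitted maximal effect; 0% = uninhibited 1x PFK enzyme wells and -100% = no-enzyme wells; nearly all actives have a fitted effect of over 60% in size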
# Target sequence (O15648 whole entry, looked up): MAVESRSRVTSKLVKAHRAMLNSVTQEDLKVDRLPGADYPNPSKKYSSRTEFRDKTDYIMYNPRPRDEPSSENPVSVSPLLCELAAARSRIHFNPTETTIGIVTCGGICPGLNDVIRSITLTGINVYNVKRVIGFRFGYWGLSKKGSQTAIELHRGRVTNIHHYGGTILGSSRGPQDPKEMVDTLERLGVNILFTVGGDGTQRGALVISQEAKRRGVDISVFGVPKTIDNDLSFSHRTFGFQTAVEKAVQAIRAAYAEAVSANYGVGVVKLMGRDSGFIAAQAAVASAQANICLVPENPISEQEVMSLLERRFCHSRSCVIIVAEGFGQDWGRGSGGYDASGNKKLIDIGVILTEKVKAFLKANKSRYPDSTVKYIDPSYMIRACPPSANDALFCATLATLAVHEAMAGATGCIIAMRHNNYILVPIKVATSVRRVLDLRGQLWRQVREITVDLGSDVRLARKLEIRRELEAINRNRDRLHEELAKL
#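 PFK 1.25 nM, F6P 0.5 mM, ATP 0.1 mM, 0.1 M TEA pH 8.0, 5 mM MgCl2, 0.01% Tween20, 0.1% BSA; 45 min RT. ADP-Glo readout. qHTS titration up to 57 uM; curves fitted, compounds curve-classed.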
# uPA generation = cell surface uPA generation inhibition; Potency, µM (doses to about 38.3 µM), without a hit: at the highest dose activity change, negative = inhibition, actives largely listed as inhibitors; cell surface uPA generation assay, qHTS; 330,000 tested, 0.31% active; active means well fitted inhibition curve with a large enough effect; inconclusive means small, poorly fitted or top-dose-only effect; inactive means no such curve, though single readings can be large or run the other way; tested in mouse RAW 264.7 cells; further: potency means the concentration at half of the fitted maximal effect; on the % scale 0 is the no-effect control and ±100 the full control effect; nearly all actives have a fitted effect of over 55% in size
# B2AR arrestin = agonists driving beta-arrestin recruitment to human beta2-adrenergic receptor; AID 492947; P07550; beta-arrestin recruitment to beta2AR, cell-based reporter; 330,000 tested, 0.02% active; Potency, µM (top dose mostly 46.1 µM), for the others: top-dose activation, actives largely listed as activators;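 further: potency means the concentration at half of the fitted maximal effect; 0% = DMSO controls and full agonism = EC100 isoproterenol or metaproterenol; nearly all actives have a fitted effect of over 65% in size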
# Target sequence (P07550 whole entry, looked up): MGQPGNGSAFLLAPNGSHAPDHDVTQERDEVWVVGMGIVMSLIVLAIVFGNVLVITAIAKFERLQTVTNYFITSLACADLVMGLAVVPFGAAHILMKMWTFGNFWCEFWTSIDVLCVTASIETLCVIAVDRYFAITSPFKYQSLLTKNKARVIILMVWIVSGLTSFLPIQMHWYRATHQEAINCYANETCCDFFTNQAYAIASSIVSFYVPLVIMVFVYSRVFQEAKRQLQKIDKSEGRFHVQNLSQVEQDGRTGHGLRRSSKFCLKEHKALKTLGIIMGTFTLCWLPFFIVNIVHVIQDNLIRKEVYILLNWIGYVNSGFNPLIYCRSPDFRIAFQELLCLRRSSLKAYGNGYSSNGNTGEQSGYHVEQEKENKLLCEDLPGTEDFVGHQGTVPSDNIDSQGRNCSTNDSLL
# Eya2 phos inh = Eya2 (human) phosphatase inhibition; Potency, µM (titrated, usually from 76.9 µM), for inactives: top-dose activity, negative = inhibition, actives largely listed as inhibitors; 330,000 tested, 0.006% active; recombinant Eya2, OMFP fluorescence dephosphorylation (OMFP is methylfluorescein phosphate); further: potency means the concentration at half of the fitted maximal effect; on the % scale 0 is the no-effect control and ±100 the full control effect
#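 Eya2 (0.2 uM) preincubated 10 min at ambient with compound, then OMFP substrate added at 50 uM; 10 min reaction in 50 mM HEPES pH 7.5, 50 mM NaCl, 5 uM MgCl2, 0.05% BSA, 1 mM DTT. Fluorescence read at Ex 485/Em 525 nm.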
# TSHR antag = human thyrotropin receptor antagonism. P16473. TSHR-expressing cells, TSH-stimulated cAMP HTRF, 2 h; stronger effect = lower value. activity change, negative = inhibition, % at 11.5 µM. 330,000 tested, 0.2% active. AID 504810;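 active means activity change below a set negative limit, meaning inhibition stronger than a set level, cut at about -70% in these data; inconclusive means activity change between two set negative limits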; further: on the % scale 0 is the no-effect control and ±100 the full control effect
#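 Antagonism was scored as loss of TSH-driven cAMP in TSHR cells, stimulated with 4nM TSH (EC80) for 2 hours at 37 deg C and detected by homogeneous HTRF competition immunoassay.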
# Chronic BCR inh = chronic active BCR signaling inhibition | ABC-DLBCL IkBa-CBG/CBR reporter, luminescence ratio, 4 h | Potency, µM (doses to about 46.1 µM), inactives show top-dose ratio change, negative = lower green/red ratio, usual class: inhibitors | 340,000 tested, 0.05% active; active means well fitted inhibition curve with a large enough effect in the signal ratio, with a control signal flat, not every such curve was filed as active; inconclusive means small, poorly fitted or top-dose-only effect, or effect the other way, or a change in a side signal; the % refers to the signal ratio;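 further: potency means the concentration at half of the fitted maximal effect; plate controls were basal doxycycline-induced cells for no effect and cells given 10 µM MG132 for full effect; MG132 reads +100%, hits lower the ratio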
#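 Compounds up to 46 uM were incubated four hours with TMD8 cells whose green CBG68 luciferase is fused to IkappaBalpha; red CBR luminescence normalised the signal, and concentration-effect curves were fitted to fusion, red and ratio data.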
# USP2a inh = inhibitors of human ubiquitin-specific protease USP2a | USP2 core, Ub-CHOP2 coupled fluorogenic reporter, 485/531 | AID 463254 | 330,000 tested, 0.01% active | Potency, µM (highest dose often 38.3 µM), inactives show at the top dose activity change, negative = inhibition, hits mostly inhibitors | O75604;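 further: potency means the concentration at half of the fitted maximal effect; plate controls were DMSO wells for no effect and full inhibition by NEM control for full effect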
#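 USP2 core (10nM final) preincubated 30min RT with compound in 20mM Tris-HCl pH 8.0, 2mM CaCl2, 2mM beta-mercaptoethanol, 0.05% CHAPS; 25nM Ub-CHOP2 plus 25nM reporter substrate added, fluorescence (Ex485/Em531) read after 60min.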
# PTAP TSG101 blk = blocks PTAP/TSG101 interaction to inhibit HIV-1 budding | Fluorescence polarization, FITC-PTAP peptide / Tsg101 binding | Potency, µM (doses to about 115 µM), for the others: at the highest dose activity change, negative = inhibition, usual class: inhibitors | 340,000 tested, under 10 active | AID 493005; active means well fitted inhibition curve with a large enough effect in the main read-out, with a control signal flat, not every such curve was filed as active; inconclusive means small, poorly fitted or top-dose-only effect, or effect the other way, or a change in a side signal; inactive means no such curve, though single readings can be large or run the other way; further: potency means the concentration at half of the fitted maximal effect; % of control where 0% means no effect
#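 Fluorescence polarization binding of Tsg101 binding domain (10 uM final) to FITC-labeled PTAP peptide (50 nM final) in HEPES pH 7.5 buffer with NaCl, Tween 20, EDTA, TCEP. Compounds added before peptide; binding 20 min at RT.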
# Mito fusion yeast = mitochondrial division inhibition or fusion activation; S. cerevisiae fusion-defective mutant growth rescue, CellTiterGlo 48 h; Potency, µM (doses to about 46.1 µM), without a hit: at the top dose growth rescue (activation), most hits filed as activators; 320,000 tested, 0.23% active; AID 485298;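 further: potency means the concentration at half of the fitted maximal effect; % of control where 0% means no effect; nearly all actives have a fitted effect of over 45% in size; temperature-sensitive fusion mutants such as fzo1-1 at 37 °C on non-fermentable ethanol glycerol medium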
#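 Yeast fusion mutant, YPEG (non-fermentable carbon), compound, 48 h at 37C non-permissive; CellTiterGlo added, 10 min RT, luminescence read. Rescued growth = division inhibition.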
# Starred values were filed as active, the others as inactive; ? = inconclusive; . = no result given; [ ] = another dose, or the depositor's remark. Unless noted, the call rests on the fitted dose curve; in most records, active means well fitted curve in the direction sought with a large enough effect; inconclusive means small, poorly fitted or top-dose-only effect, or another doubt; inactive means no such curve, though single readings can be large; an effect the other way counts as inactive or inconclusive. Hits appear at their usual frequency (roughly 3% active in at least one column).
SMILES,ELG1 DNA repair,TCR activator,Tb PFK block,uPA generation,B2AR arrestin,Eya2 phos inh,TSHR antag,Chronic BCR inh,USP2a inh,PTAP TSG101 blk,Mito fusion yeast
COC(=O)c1ccc(C(=O)N2CCCC(Nc3ccc(C(C)C)cc3)C2)cc1 (configuration not stated),1%,1%,0%,4%,-0.4%,5%,22,-2%,0%,0%,5%
O=C(Nc1cccc(F)c1)c1ccc(S(=O)(=O)N2CCCC2)cc1,-20%,2%[46.1 µM],6%,-8%,-0.5%,-10%,-12,14%,4%,0%,11%
C=CCn1c(SCC#N)nc2ccccc2c1=O,?,2%,0%,-4%,0.0%,-5%,17,-1%,4%,0%,7%
CN1CCN(c2ccc([N+](=O)[O-])cc2C(=O)Nc2ccccc2)CC1,0%,-7%,-4%,3%,0.1%,5%,16,-10%,-5%,0%,0%
COc1ccc(C(C(=O)NC2CCCC2)N(CC2CCCO2)C(=O)Cc2cccs2)cc1OC (configuration not stated),4%,-1%,-2%,-12%,-0.7%,-14%,19,?,4%,-4%,9%
CCOc1ccc2nc(N(CCN(CC)CC)C(=O)c3ccc([N+](=O)[O-])cc3)sc2c1,14%,-4%,-1%,2%,0.1%,8%,11,-8%,-7%,-1%,0%
CCc1cccc2c(C(=O)COC(=O)c3c(C)noc3C)c[nH]c12,10%,0%,-4%,-38%,-0.8%,-24%,8,?,0%,-6%,7%
COc1ccc(S(=O)(=O)CC(=O)c2cc3cc(Br)ccc3oc2=O)cc1,-4%,11%,?,-19%,0.0%,-4%,-15,?,3%,1%,-4%
COc1ccccc1NC(=O)CSc1nnnn1C1CCCC1,-1%,3%,0%,-1%,0.3%,3%,12,?,3%,-6%,-9%
Cc1nnc(SCC(=O)N(C)C2CCS(=O)(=O)C2)n1Cc1ccccc1 (configuration not stated),6%,.,0%,3%,0.4%,6%,2,-2%,1%,-5%,0%
O=C(CCCCl)OCc1cn(-c2ccc(Cl)cc2)nn1,12%,-1%,-1%,3%,0.5%,-27%,2,-1%,2%,-3%,1%
NS(=O)(=O)c1cccc(NC(=O)CCc2ccc(S(=O)(=O)N3CCOCC3)cc2)c1,12%,-4%,0%,1%,-0.5%,-18%,-5,-2%,1%,-6%,-1%
Cc1ccc(C(=O)NC(C(=O)OCc2cn3cc(Cl)ccc3n2)C(C)C)cc1 (configuration not stated),-8%,-1%,5%,-11%,-0.3%,-3%,-5,-5%,0%,-7%,0%
NC(=O)C1CCN(CCC(=O)Nc2ccc3c(c2)CCC3)CC1,3%,3%[46.1 µM],0%,-4%,-0.4%,-1%,-2,1%,-1%,1%,-4%
COc1cccc(NC(=O)Cc2ccccc2)c1,?,8%,-4%,?,-0.3%,7%,2,0%,?,2%,2%
COc1ccc(N2CCN(S(=O)(=O)CCNC(=O)C34CC5CC(CC(C5)C3)C4)CC2)cc1,?,1%,2%,-2%,0.1%,5%,-12,-2%,2%,-2%,27%
CC/C(=N\NC(=O)Nc1ccccc1)c1ccccc1,7%,-1%[46.1 µM],-7%,3%,0.0%,0%,5,-1%,3%,0%,8%
Cc1cccc(N(C(=O)Cc2cccs2)C(C(=O)NCc2ccco2)c2ccncc2)c1 (configuration not stated),7%,-13%,-1%,1%,0.3%,-1%,-10,8%,-2%,-1%,11%
COc1ccc(/C=C/C(=O)Oc2cc(C)[nH]c(=O)c2[N+](=O)[O-])cc1OC,?,3%,1%,-2%,0.1%,4%,4,3%,0%,0%,-2%
COc1ccc(OC)c(S(=O)(=O)n2ccc(C)n2)c1,7%,0%,3%,1%,-0.9%,-9%,-3,8%,-3%,-4%,1%
O=C(CSc1nc2[nH]ncc2c(=O)[nH]1)Nc1nccs1,-10%,.,-1%,.,-0.2%,-7%,7,1%,-1%,.,3%
O=C(NCc1ccco1)C(Cc1ccccc1)N1C(=O)C2C3C=CC(C3)C2C1=O (configuration not stated),-6%,4%,2%,-5%,-0.2%,0%,11,?,-1%,-1%,2%
Cc1ccc2c(CC(=O)OCC(=O)Nc3ccc(Cl)cn3)coc2c1,0%,-1%[46.1 µM],0%,0%,0.1%,-1%,-4,1%,-9%,0%,6%
CC(C)c1nc2oc3c(NCCO)ncnc3c2c2c1COC(C)(C)C2,-10%,0%,2%,1%,-0.1%,14%,-14,10%,-9%,-1%,1%
COc1cccc(NC(=O)CC(=O)c2ccccc2)c1,?,-4%,-1%,3%,-0.7%,1%,-11,?,1%,0%,-27%
CCS(=O)(=O)N1CCN(C2CCC(c3ccccc3)CC2)CC1 (configuration not stated),-15%,.,-9%,.,-0.7%,3%,0,0%,0%,.,-10%
O=C(CCl)Nc1ccccc1Sc1ccccc1,-12%,-3%,2%,-6%,-0.9%,19%,1,?,6%,-6%,-5%
O=C(Oc1c(CN2CCOCC2)cc(Cl)c2cccnc12)c1cccs1,?,15%,-1%,-10%,8.7%,5%,11,?,-4%,-3%,6%
CCCCCCC(=O)N/N=C1\CCCc2ccccc21,1%,-4%[46.1 µM],2%,9%,-0.7%,-6%,-4,?,3%,-5%,17%
Cn1c2c(c3ccccc31)CC/C2=N\O,16%,-2%,-1%,5%,0.0%,-6%,2,?,1%,-4%,8%
CCN(Cc1ccccc1)C(=O)CN1C(=O)NC(CC)(c2ccc(F)cc2)C1=O (configuration not stated),-7%,2%,1%,2%,-0.5%,7%,0,-2%,0%,-10%,-5%
Cc1nc(-c2ccccc2)nc2[nH]c(-c3ccccc3)cc(=O)c12,?,-5%,3%,7%,-0.5%,10%,-8,?,-3%,-7%,4%
CCC(=O)Oc1ccc(C(=O)Nc2ccc3c(c2)C(=O)N(C2CCCCC2)C3=O)cc1,?,6%,-1%,3%,-0.3%,2%,-40,?,2%,2%,12%
CCCC(c1nnnn1C(C)(C)C)N1CCN(c2ccccc2)CC1 (configuration not stated),-5%,1%,0%,0%,0.2%,6%,15,-1%,2%,-8%,10µM*
CCN(CC)S(=O)(=O)c1ccc(C(=O)Nc2ccc(OCC(=O)N3CCOCC3)cc2)cc1,0%,-4%,-1%,2%,-0.7%,-4%,-7,-6%,-3%,-1%,2%
COc1ccc(C2C=C(c3ccc(Cl)cc3)Nc3nc(NC(C)=O)nn32)cc1 (configuration not stated),?,.,-5%,.,-2.4%,24%,6,1%,?,.,2%
COc1ccc2[nH]c3c(c2c1)CCN1C(=O)C(CC(=O)NCCCn2ccnc2)C[C@H](C(=O)N2CCOCC2)[C@@]31CCC1CCCC1 (some centres not stated),15%,1%[46.1 µM],9%,9%,3.0%,3%,2,3%,-2%,-1%,.
COc1ccc2[nH]c(=O)c(CN(C(=O)c3ccco3)C(C)C)cc2c1,6%,4%,5%,5%,-0.4%,-15%,13,-9%,2%,0%,-3%
COc1ccc(OCc2cc(C(=O)N3CCCCCC3)no2)c(Cl)c1,?,-2%,1%,-1%,0.0%,-18%,-13,-12%,0%,-5%,-8%
COC(=O)c1ccc(NC(=O)c2cc3sccc3n2C)cc1,10%,-6%,0%,4%,0.0%,-1%,-11,?,-2%,-5%,-2%
O=C(O)C1CCN(C(=O)c2ccco2)CC1,0%,0%,5%,4%,0.1%,3%,-3,-2%,3%,-11%,8%
COc1ccc(OC(=O)c2cccnc2)cc1,-4%,-6%,-3%,-13%,-0.3%,16%,-5,18%,2%,-1%,2%
COc1cc(CC(=O)Nc2nc(-c3ccccc3)c(C(C)=O)s2)cc(OC)c1OC,8.2µM*,0%,?,5%,-1.0%,-4%,-31,?,3%,-8%,-6%
CCOc1cccc(C(=O)Nc2ccccc2N2CCN(C(=O)C(C)C)CC2)c1,?,-3%,3%,5%,-0.3%,-1%,2,10%,-2%,0%,6%
Cc1cc(NC(=O)CSc2nc(C(C)C)nc3sc4c(c23)CCC(C)C4)no1 (configuration not stated),23%,-1%[46.1 µM],-6%,5%,-0.3%,-6%,-14,5%,-1%,-7%,-1%
